EP2 mod = modulates human prostaglandin E2 receptor EP2 signaling; P43116; EP2-expressing cells, cAMP HTRF FRET, PGE2 co-stimulation; induction, % at 25 µM; 260,000 tested, 0.83% active; AID 940;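 active means compounds whose cAMP rise, as percent of the full-agonist control response, exceeds 60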;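 further: rat C6 glioma line stably carrying human EP2 under a CMV promoter; the protocol text gives 20 µM as final concentration; 100% = response of wells given 1 µM PGE2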
Target sequence (P43116 whole entry, looked up): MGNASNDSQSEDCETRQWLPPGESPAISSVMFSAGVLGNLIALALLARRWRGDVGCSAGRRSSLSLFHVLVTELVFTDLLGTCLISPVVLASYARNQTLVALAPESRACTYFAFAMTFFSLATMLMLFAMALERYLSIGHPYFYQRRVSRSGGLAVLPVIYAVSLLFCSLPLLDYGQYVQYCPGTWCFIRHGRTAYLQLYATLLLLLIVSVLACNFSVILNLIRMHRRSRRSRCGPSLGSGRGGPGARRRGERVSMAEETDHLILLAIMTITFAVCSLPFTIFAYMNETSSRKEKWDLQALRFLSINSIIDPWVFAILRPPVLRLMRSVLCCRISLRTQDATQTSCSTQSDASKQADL
S1P4 antagonist = blocks the human S1P4 receptor. S1P4-expressing cells, antagonist mode, reporter read-out. O95977. inhibition, % at 4.98 µM. 220,000 tested, 0.26% active; in the data active means inhibition above about 29%;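 further: 0% = wells stimulated with agonist and 100% = vehicle wells without agonist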
S1P4 agonist = human S1P4 receptor agonism. activation, % at 4.98 µM. 220,000 tested, 0.35% active. S1P4-expressing cell line, agonist reporter assay. O95977; in the data active means activation above about 11%;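 further: 0% = DMSO vehicle and 100% = reference agonist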
TRPML3 ag = agonists of human TRPML3 channel; activation, % at 3 µM; HEK293 TRPML3-YFP, Fluo-8 calcium fluorescence; 100% = the carbachol control signal; 220,000 tested, 0.29% active;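 active means activation above its plate's cutoff, the mean activation of the plate's test wells plus 3 SD, cut at about 12% in these data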;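 further: 0% = DMSO only wells and 100% = carbachol wells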
Target sequence (Q8TDD5 whole entry, looked up): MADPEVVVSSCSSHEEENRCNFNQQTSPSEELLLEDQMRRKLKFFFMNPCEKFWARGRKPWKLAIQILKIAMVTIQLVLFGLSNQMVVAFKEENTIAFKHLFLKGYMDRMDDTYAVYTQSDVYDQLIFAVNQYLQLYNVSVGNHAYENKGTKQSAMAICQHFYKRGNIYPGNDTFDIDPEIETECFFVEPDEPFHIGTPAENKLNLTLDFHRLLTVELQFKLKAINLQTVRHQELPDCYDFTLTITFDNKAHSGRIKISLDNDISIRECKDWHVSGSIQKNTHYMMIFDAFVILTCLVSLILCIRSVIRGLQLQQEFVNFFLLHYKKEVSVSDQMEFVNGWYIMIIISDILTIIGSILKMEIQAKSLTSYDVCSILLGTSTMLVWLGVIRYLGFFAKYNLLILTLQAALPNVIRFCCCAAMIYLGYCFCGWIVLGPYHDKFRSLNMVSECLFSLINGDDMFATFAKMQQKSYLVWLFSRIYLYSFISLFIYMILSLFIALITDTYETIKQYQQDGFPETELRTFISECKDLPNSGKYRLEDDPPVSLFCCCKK
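Test system: TRPML3-YFP stable HEK293 cells. Doses: single point at 3 µM. Incubation: dye loading 1 h 37 °C then 30 min ambient, 125 s read. Signal: Fluo-8 calcium dye fluorescence, ex 470-495, em 515-575 nm. Measure: percent activation from peak-to-basal fluorescence ratio, scaled between DMSO and carbachol.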
PERK inh = human PERK inhibition, primary cell-based screen; inhibition, % at 5.6 µM; CHO PERK-DD fusion, SEAP luminescence translation reporter; 220,000 tested, 0.17% active; AID 1416;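 active means inhibition above the mean inhibition of all tested compounds plus 3 SD, set separately per screening campaign, cut at about 2.9% in these data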;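 further: PERK kinase domain activated by AP20187 dimerizer at 100 nM; 0% = DMSO with dimerizer and 100% = rapamycin at 8.4 µM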
zfTRPN1 agonist = activates the zebrafish TRPN1 channel. HEK293 zebrafish TRPN1-YFP, Fluo-8 calcium fluorescence; 100% = response to 87 µM carbachol. 220,000 tested, 0.18% active. activation, % at 3 µM. AID 1424;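 active means activation above its plate's cutoff, the mean activation of test wells on that plate plus 3 SD, cut at about 19% in these data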;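 further: 0% = DMSO alone and 100% = 87 µM carbachol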
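Material – zebrafish TRPN1-YFP in HEK293 cells · Doses – 3 µM single point · Schedule – dye 1 h 37 °C plus 30 min RT · Signal – Fluo-8 calcium fluorescence, excitation 470-495 nm, emission 515-575 nm · Read-out – % activation versus carbachol response · Control set – carbachol high, DMSO low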
BaF3 tox = counter-screen for JAK2V617F inhibitors: parental Ba/F3 viability inhibitors; CellTiter-Glo ATP luminescence; inhibition, % at 5.6 µM; 220,000 tested, 1.1% active;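 active means inhibition above a per-campaign cutoff, the mean inhibition of all tested compounds plus 3 SD, cut at about 27% in these data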;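 further: 0% = DMSO wells and 100% = JAK Inhibitor I control wells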
Calpain2 inh = blocks pig calpain II enzyme activity; inhibition, % at 16 µM; 220,000 tested, 0.37% active; AID 1236; purified calpain II, fluorogenic peptide substrate, 30 min;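 active means inhibition above about 50%, limit read from the data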
Ba/F3 V617F tox = reduce viability of Ba/F3 cells dependent on JAK2V617F; Ba/F3 EpoR-JAK2V617F viability, ATP luminescence; inhibition, % at 5.6 µM; 220,000 tested, 1.1% active;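 active means inhibition above the campaign mean plus 3 SD over all tested compounds, cut at about 24% in these data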;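 further: cytokine-independent growth of Ba/F3 cells driven by EpoR plus mutant JAK2; 0% = DMSO-treated cells and 100% = JAK inhibitor I control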
The depositor's hits bear a star; . = not tested or not shown; & = joins results of further samples.

SMILES	EP2 mod	S1P4 antagonist	S1P4 agonist	TRPML3 ag	PERK inh	zfTRPN1 agonist	BaF3 tox	Calpain2 inh	Ba/F3 V617F tox
CCC(C)(C)n1nnnc1C(c1cc2ccc(C)cc2[nH]c1=O)N(Cc1cccnc1)Cc1ccco1 (stereo not given)	11	0	0.1	-0.2	-0.6	0.3	-3	-40	-5
O=C(CN1CCCCC1)Nc1c2c(nc3ccccc13)N(c1ccccc1)CC2	8	-12	1.7	-1.3	1.4	-1.0	9	-100	-3
COc1ccc(N2CCN(C(c3cc4cc(C)ccc4[nH]c3=O)c3nnnn3Cc3ccccc3)CC2)cc1 (stereo not given)	22	-3	2.2	0.0	-2.8	-1.4	4	-299	0
CCCCC(=O)OCC(=O)c1ccc(OCC)cc1	4	-4	-0.3	-0.1	0.0	-1.0	4	11	2
Cc1ccc(S(=O)(=O)CCC(=O)Nc2nc3c(s2)CCCC3)cc1	19	-11	-0.8	0.1	-0.2	0.7	7	-15	-2
O=C(O)CC(NCc1ccco1)C(=O)OCCCl (stereo not given)	33	12	-0.7	0.1	0.3	-1.1	-1	-4	-3
O=C(Cn1ccc(C(F)(F)F)n1)N/N=C/c1ccc2c(c1)OCO2	0	-8	2.8	0.1	1.8	0.3	7	-10	-3
c1ccc(C2Oc3ccccc3C3CC(c4cccs4)=NN32)cc1 (stereo not given)	16	3	6.9	0.8	0.6	2.0	9	-4	2
O=C(N/N=C/c1ccccc1C(=O)O)c1cccc(S(=O)(=O)Nc2cc(Cl)ccc2Cl)c1	36	-11	0.9	0.8	1.4	-0.2	0	-9	-4
Cc1ccc(C(=O)Nc2nc(=O)n(C(=O)CC(C)C)s2)cc1	0	-16	1.7	1.5	0.3	2.5	4	10	-2
Cc1nc(SCC(=O)Nc2cc(C)on2)c2c(C)c(C)sc2n1	8	0	1.6	-0.2	-0.2	0.1	3	32	3
O=C(Cn1cc(SCc2ccccc2Cl)c2ccccc21)N1CCOCC1	-10	-3	-0.5	-0.2	0.6	3.2	6	-27	-2
COCC(=O)N(Cc1cc2cc(OC)ccc2[nH]c1=O)c1ccccc1	26	4	-1.4	0.2	0.3	0.1	0	-84	3
O=C(N/N=C/C=C/c1cccc([N+](=O)[O-])c1)c1ccncc1	-66	-3	-0.7	0.7	0.1	0.1	5	22	-4
Cc1nc(N2CCOCC2)[nH]c(=O)c1CCC(C)C	15	1	-1.4	1.1	-0.5	1.0	2	-7	3
Clc1cccc(/C=N\Nc2nccs2)c1	-40	4	-4.0	0.3	-0.2	-1.1	3	-44	1
CN(C)CC(C)(C)CNS(=O)(=O)c1cccc2nsnc12	4	-6	3.6	0.5	0.2	-0.2	-1	-8	-3
CCCCCCNc1c([N+](=O)[O-])c(=O)sc2ccccc12	12	12	-1.4	0.5	0.8	-0.7	-5	1	-4
CCOc1ccc(NC(=O)N2CCN(c3nc4ccccc4s3)CC2)cc1	-7	-7	0.6	2.6	-0.3	4.6	4	-2	0
CNc1oc(Cc2ccccc2)nc1S(=O)(=O)c1ccccc1	-3	-12	1.1	-0.2	0.6	-1.1	0	-13	-5
O=C(COC(=O)CC1CC2CCC1C2)NC(=O)NC1CCCC1 (stereo not given)	17	-1	-1.4	0.0	2.1	-1.1	0	14	-1
Cc1ccc(C)c2sc(NC(=O)c3nc4ccccc4s3)nc12	20	5	-0.1	0.3	1.2	-0.1	7	-48	0
Cc1ccc2c(c1)C1CN(C)CCC1N2C(=O)c1ccccc1NS(=O)(=O)c1ccc(F)cc1C (stereo not given)	16	10	1.1	1.1	-0.7	0.3	2	-18	-2
CCCCN(C(=O)NC(=O)Nc1cccc(C)c1C)S(C)(=O)=O	-11	16	0.6	0.6	1.3	2.6	1	-23	-3
CCOc1ccc(S(=O)(=O)Nc2cccc(OC)c2)cc1	-18	21	-1.3	-0.1	0.2	0.1	6	4	1
COC(=O)c1ccc(N2CCN(C(C)=O)CC2)c(NC(=O)COc2ccccc2C)c1	-39	1	5.1	0.1	-1.4	5.0	7	-22	4
COc1ccc(CCNC(=O)c2cnn(-c3ccc(C)c(C)c3)c2NC(=O)c2ccco2)cc1OC	44	-18	2.9	0.1	-0.2	0.5	0	-16	0
COc1ccc(S(=O)(=O)N(CC(=O)N/N=C/c2cccs2)c2cc(C)cc(C)c2)cc1OC	7	-5	-2.4	-0.7	-0.5	0.6	-1	-148	1
O=C(Nc1ccon1)c1cc(-c2ccccc2)nc2ccccc12	24	-3	0.9	0.7	-0.7	-0.4	1	-32	2
S=c1[nH]nc(-c2ccccc2)n1/N=C/c1ccc(-c2ccccc2Cl)o1	78*	-4	3.5	-0.2	0.3	1.2	3	-19	-2
Cc1ccc(C(=O)Nc2nc(C)c(C(=O)Nc3ccc4c(c3)CCC4)s2)cc1	-12	-6	-0.5	0.0	0.6	1.4	9	-76	3
O=c1c2c(n3nnnc3n1-c1ccccc1)-c1ccccc1CC21CCCC1	73*	2	-2.1	0.9	1.9	1.0	-2	-2	-6
Cc1cc(OCC(=O)Nn2cnnc2)c(C)cc1Br	1	-9	0.5	0.9	0.4	1.0	-2	-33	0
CC(C)(C)C(=O)NNC(=O)c1cnccn1	4&20	1	1.6	-0.3	0.5	0.8	-3	-14	-3
O=C(Nc1ccc(F)cc1F)Nc1sccc1-c1nc2ccccc2s1	34	-11	1.5	-0.2	-0.6	0.1	2	-264	-2
Cn1c(=O)n(Cc2ccccc2F)c(=O)c2c1nc1n2CCN1Cc1ccco1	5	-2	-1.1	0.4	-0.6	0.0	9	-4	4
CCn1nnc(NC(=O)CSc2ccc(Cl)cc2)n1	17	-8	1.4	0.2	0.3	-1.0	5	-75	2
CCc1cc2ccc(C)cc2nc1SCC(=O)c1ccc(NC(C)=O)cc1	-4	-8	1.2	-0.5	0.5	-0.4	0	-14	-3
O=C1CSC(=Nc2ccccc2)N1	13	4	0.2	1.1	-0.2	-0.3	3	8	1
[O-][n+]1cccc2c(Br)cc(Br)c(O)c21	8	-16	2.1	0.9	0.0	-0.3	4	-14	0
C/C(=N\Nc1nnc(C)c(=O)[nH]1)C(=O)O	13	-16	0.8	0.3	1.7	1.3	3	-18	-1
Cc1ccc(/C=C/C(=O)C2C(=O)c3ccccc3C2=O)cc1	-11	-7	-0.9	-0.4	1.2	-0.7	-3	-91	-6
CN(Cc1ccccc1)C(=O)c1ccccc1NC(=O)C1CC1	10	-3	-1.0	0.6	1.9	-0.7	13	7	2
COc1ccc(C(=O)C(Cc2cc(C(C)=O)ccc2OC)N2CCCC2)cc1 (stereo not given)	5	1	2.5	0.6	0.5	0.1	-5	-13	0
O=C(N/N=C/c1ccc([N+](=O)[O-])cc1)c1cc2ccccc2o1	-3	-25	1.3	1.2	1.0	1.4	0	11	-4
CC(C)OCCCNC(=O)c1ccc(NC(=O)C2CCCO2)cc1 (stereo not given)	27	-18	0.0	0.3	0.6	-0.3	3	-4	3
CCN(CC)C(=O)c1ccc(CS(=O)(=O)c2ccc(OC)cc2)o1	17	-2	-0.5	0.7	-0.1	3.0	5	13	1
Cc1ccc(-c2nn(-c3ccccc3)cc2C2SCC(=O)N2Cc2ccccc2)o1 (stereo not given)	52	4	0.9	0.3	-0.5	-1.0	8	22	-1
CC(C)c1ccc(C(N)=S)cc1	10	-6	0.0	-1.5	0.6	-2.6	2	10	0
C/C(Cl)=C/Cn1c(NCCN(C)C)nc2c1c(=O)n(C)c(=O)n2C	9	-24	-0.5	-0.3	-0.8	0.7	5	-26	0
Following part.
SMILES	EP2 mod	S1P4 antagonist	S1P4 agonist	TRPML3 ag	PERK inh	zfTRPN1 agonist	BaF3 tox	Calpain2 inh	Ba/F3 V617F tox
Cn1cnnc1SCC(=O)c1ccc(OC(F)F)cc1	9	-8	0.2	-0.3	-0.1	-1.0	1	15	-3
COC(=O)C(NS(C)(=O)=O)(c1c(C)[nH]c2ccccc12)C(F)(F)F (stereo not given)	6	7	0.1	0.3	-0.3	0.1	-2	8	-3
CC(=O)c1ccc(C(=O)Nc2ccc(N3CCOCC3)cc2)cc1	2	-8	-1.9	-0.2	0.6	0.3	1	3	0
COc1ccc(NC(=O)C(C)NS(=O)(=O)c2ccccc2)cc1Cl (stereo not given)	5	11	0.4	0.1	0.5	4.4	5	-7	1
CCCNC(=O)NC(=O)CSc1cccc(C(F)(F)F)c1	24	-13	-2.1	-1.5	1.7	-1.9	-2	0	-5
COc1cccc(NC(=O)CSc2nnc(-c3ccoc3C)n2CC2CCCO2)c1 (stereo not given)	9	6	-2.3	-0.6	0.0	0.0	5	-16	2
CCOC(=O)C1CCN(c2c(NCc3ccc(C(=O)NCCC(C)C)cc3)c(=O)c2=O)CC1	8	-27	2.1	0.6	1.1	0.3	1	4	1
COC(=O)c1[nH]c(C)c(/C(O)=C2\C(=O)C(=O)N(CCN(C)C)C2c2ccco2)c1C (stereo not given)	0	-17	0.1	0.8	0.0	3.0	4	11	1
Cn1c(=O)[nH]c(=O)c2c1nc(N1CCCCCC1)n2CC(N)=O	2	6	0.6	0.3	0.9	2.3	2	4	0
O=C(N/C(=C\c1cccnc1)C(=O)N1CCOCC1)c1cccc(Br)c1	22	-4	3.0	1.1	0.6	0.3	1	5	-1
Cc1cc(C)nc(/N=C2\NC(=O)CC(C(=O)O)N2c2cccc(Cl)c2)n1 (stereo not given)	18	-12	0.2	1.0	-0.8	-1.1	0	-20	0
Cc1cccc(C)c1N=C1SC(CC(=O)Nc2c(C)cccc2C)C(=O)N1CCc1ccccn1 (stereo not given)	19	4	-2.3	0.1	-1.4	0.7	12	1	5
Cc1ccc(CNC(=O)C(=O)Nc2nccs2)cc1	9	-15	-0.6	0.9	0.6	-1.0	4	-31	-2
CCCS(=O)(=O)N1CCN(Cc2ccc(OCc3ccccc3)c(OC)c2)CC1	.	-10	-2.2	1.1	-1.0	1.1	4	.	-4
COc1ccc(OCCc2nnc(N)s2)cc1	13	1	0.1	0.4	0.5	1.7	6	-32	0
COc1ccccc1CC(=O)Nc1cccc(C)n1	4	-10	1.6	-0.1	0.0	1.2	6	-8	0
Cc1ccc(C(c2nnnn2CS(=O)(=O)c2ccc(C)cc2)N2CCC(C(N)=O)CC2)cc1 (stereo not given)	18	-14	5.1	0.0	-0.6	0.1	2	-52	2
O=C(CSc1nnc(-c2ccncc2)n1CCc1ccccc1)N1CCCC1	-3&-7	-14	0.6	0.8	0.9	1.6	-2	-2	-3
Cc1nc(C)c(C(=O)NNC(=O)c2ccc(Br)cc2)s1	-4	-8	2.5	0.9	1.2	-0.1	0	4	-1
CN(C)c1ccc(Sc2nnc(NC(=O)Nc3ccc(Cl)cc3Cl)s2)cc1	18	-7	-0.5	-0.1	1.7	0.9	3	-1	-3
CCC(=O)c1ccc(OCC(O)Cn2c(C)nc3ccccc32)cc1 (stereo not given)	-31	2	1.5	2.7	-1.0	11	44*	-13	42*

Some of these compounds in order of their number in TRPML3 ag, rising.
compound | EP2 mod | S1P4 antagonist | S1P4 agonist | TRPML3 ag | PERK inh | Calpain2 inh
CN(C)c1ccc(Sc2nnc(NC(=O)Nc3ccc(Cl)cc3Cl)s2)cc1 | 18 | -7 | -0.5 | -0.1 | 1.7 | -1
COc1ccc(OCCc2nnc(N)s2)cc1 | 13 | 1 | 0.1 | 0.4 | 0.5 | -32
Cc1ccc(CNC(=O)C(=O)Nc2nccs2)cc1 | 9 | -15 | -0.6 | 0.9 | 0.6 | -31
